# Redox H2O2 prof: compounds producing H2O2 with reducing agent – biochemical, NIH compound library profiling, artefact control for MLSCN library redox annotation, primary screen. DTT-dependent redox cycling H2O2, phenol red/HRP absorbance; 100% = 100 µM peroxide control, 0% = buffer. 200,000 tested, 0.03% active. AID 878. activation, % at 10 µM;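 active = activation of at least 50% relative to the plate's high and low controls in the primary single-dose screen; inactive = activation below 50%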;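 also: compound incubated with DTT at 0.8 mM final as the reducing agent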
# PPARg SRC-3 ag: PPARgamma-driven SRC-3 recruitment agonism. P37231. activation, % at 8 µM. 200,000 tested, 0.26% active. AID 731. biochemical PPARgamma/SRC-3 coactivator recruitment assay; in the data active = activation above about 23%;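 also: 0% = DMSO and 100% = reference agonist; some compounds past the cut are filed as inactive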
# TLR4-MyD88 BLA: TLR4-MyD88 interaction inhibition in cells; inhibition, % at 8.4 µM; O00206+Q99836; HeLa CL3-4 TLR4/MyD88 BLA complementation, FRET ratio; 200,000 tested, 0.18% active; in the data active = inhibition above about 25%;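 also: 0% = vehicle and 100% = reference inhibitor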
# Target sequence (O00206 whole entry, looked up): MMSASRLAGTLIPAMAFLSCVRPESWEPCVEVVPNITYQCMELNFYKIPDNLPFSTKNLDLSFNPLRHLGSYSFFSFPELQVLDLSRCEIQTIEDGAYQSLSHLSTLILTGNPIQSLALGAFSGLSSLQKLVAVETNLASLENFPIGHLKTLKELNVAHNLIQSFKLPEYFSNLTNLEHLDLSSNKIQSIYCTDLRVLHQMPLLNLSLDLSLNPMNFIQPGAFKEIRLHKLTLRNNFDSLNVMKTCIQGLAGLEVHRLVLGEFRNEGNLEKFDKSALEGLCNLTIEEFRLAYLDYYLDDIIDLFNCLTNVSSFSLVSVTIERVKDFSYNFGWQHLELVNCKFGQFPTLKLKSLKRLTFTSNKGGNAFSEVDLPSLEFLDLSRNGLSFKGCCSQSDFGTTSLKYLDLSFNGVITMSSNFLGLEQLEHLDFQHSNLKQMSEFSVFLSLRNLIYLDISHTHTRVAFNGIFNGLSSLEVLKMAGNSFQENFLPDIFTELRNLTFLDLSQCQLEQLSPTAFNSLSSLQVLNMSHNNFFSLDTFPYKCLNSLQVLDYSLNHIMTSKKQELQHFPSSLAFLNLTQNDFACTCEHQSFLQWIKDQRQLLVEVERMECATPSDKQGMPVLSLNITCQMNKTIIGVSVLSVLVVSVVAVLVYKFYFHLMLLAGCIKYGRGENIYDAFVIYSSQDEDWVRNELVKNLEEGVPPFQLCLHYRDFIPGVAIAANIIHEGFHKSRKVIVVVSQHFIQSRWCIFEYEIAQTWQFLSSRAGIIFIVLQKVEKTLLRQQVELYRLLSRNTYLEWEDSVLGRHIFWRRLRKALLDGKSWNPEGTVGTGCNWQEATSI
# Target sequence (Q99836 whole entry, looked up): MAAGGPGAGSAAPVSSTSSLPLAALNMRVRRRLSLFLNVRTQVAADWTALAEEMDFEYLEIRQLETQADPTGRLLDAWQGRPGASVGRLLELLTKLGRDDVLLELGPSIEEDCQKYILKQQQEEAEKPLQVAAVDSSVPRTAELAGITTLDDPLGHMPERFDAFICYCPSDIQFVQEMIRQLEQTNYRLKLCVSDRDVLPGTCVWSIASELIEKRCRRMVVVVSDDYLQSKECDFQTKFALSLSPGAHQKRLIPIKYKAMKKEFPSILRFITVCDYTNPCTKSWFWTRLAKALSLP
# PPARg SRC-2 ag: promotes SRC-2 coactivator recruitment by human PPARgamma; activation, % at 8 µM; P37231; PPARgamma LBD-SRC-2 recruitment, biochemical; 200,000 tested, 0.34% active; in the data active = activation above about 22%;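 also: 0% = vehicle and 100% = reference agonist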
# S1P3 antag: blocks the human S1P3 receptor | AID 485 | Q99500 | CHO S1P3 NFAT-BLA reporter, FRET fluorescence, antagonist mode | 170,000 tested, 0.27% active | inhibition, % at 4.98 µM;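 active = inhibition above the plate cutoff, the mean inhibition of test wells on that plate plus 3 SD, cut at about 28% in these data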;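 also: cells challenged with S1P at its EC80 of 0.8 µM; blue over green emission ratio from cleaved BLA substrate after 4 h stimulation; 0% = S1P-stimulated wells and 100% = unstimulated DMSO-only wells; some compounds past the cut are filed as inactive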
# PPARg SRC1 recr: agonists of human PPARgamma SRC-1 coactivator recruitment. P37231. PPARgamma-SRC-1 coactivator recruitment biochemical assay. activation, % at 8 µM. 200,000 tested, 0.41% active. AID 631; in the data active = activation above about 19%;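 also: 0% = DMSO and 100% = reference agonist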
# bIAP inhibitor: intestinal alkaline phosphatase (bovine) inhibition; 190,000 tested, under 10 active; inhibition, % at 20 µM; purified bovine IAP, CDP-star luminescence, 30 min;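 active = over 50% inhibition of intestinal alkaline phosphatase at 20 µM in the single-dose screen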
#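 test system = bovine IAP enzyme | medium = DEA buffer 100 mM, pH 9.8, with MgCl2 1.0 mM, ZnCl2 0.02 mM | detection = luminescence | dosing = single compound dose of 20 µM, 2% DMSO final | incubation = 30 min reaction at room temperature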
# Lmaj promast: Leishmania major promastigote growth inhibition; 200,000 tested, 9% active; inhibition, % at 10 µM; Leishmania major promastigotes, resazurin fluorescence viability; in the data active = inhibition above about 50%;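 also: promastigotes grown with compound for 44 hours at 28 °C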
# ROMK mod: modulators of human ROMK potassium channel; 130,000 tested, 2% active; P48048; Tet-inducible ROMK, thallium flux fluorescence; actives lie on both sides; B-score at 10 µM;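 active = signal ratio slope over the read window, or its plate-corrected B-score, at least 3 SD from the plate mean, either direction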;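 also: B-score of the F/F0 ratio slope over 7 to 12 s after thallium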
# bIAP act: increases bovine intestinal alkaline phosphatase activity | purified bovine IAP, CDP-star luminescence, 30 min; hits give high values; fold of DMSO-control signal, blank-subtracted | activation factor at 20 µM | 200,000 tested, 0.17% active | AID 1016;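 active = activation factor of 2 or more at 20 µM, a signal rise over negative controls twice the positive control's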
# TR-FRET SRC-2 ct: TR-FRET artefact, counter-screen to PPARgamma/SRC-2 agonist assay | hits give high values | TR-FRET ratio at 8 µM | 200,000 tested, 0.4% active; in the data active = TR-FRET ratio above about 2000; also: inactives centre near 1500
# The depositor's hits bear a star; . = not tested or not shown.
SMILES,Redox H2O2 prof,PPARg SRC-3 ag,TLR4-MyD88 BLA,PPARg SRC-2 ag,S1P3 antag,PPARg SRC1 recr,bIAP inhibitor,Lmaj promast,ROMK mod,bIAP act,TR-FRET SRC-2 ct
CCCNC(=O)NC(=O)CSc1ccc2c(c1)OCCO2,0.0,4,2,-7,.,-1,21,-2,1.3,0.8,1530
Cc1ccc(S(=O)(=O)N2CCCOC2CNC(=O)C(=O)NCCCn2ccnc2)cc1 (stereo not drawn),0.1,-3,13,-7,3,0,8,-4,1.3,0.9,1397
COc1cc(-c2noc(CCCC(=O)NCc3ccco3)n2)cc(OC)c1OC,-0.3,5,14,-3,-4,-1,1,0,.,1,1550
C=CC[n+]1c(/C=C2\C=Cc3cc(C)ccc3N2CC)ccc2ccccc21,0.3,7,8,10,18,14,39,100*,-3.4*,0.6,1842
CCc1cc2c(cc3c(=O)n(CC(=O)NCCCN4CC(C)CC(C)C4)ncn32)s1 (stereo not drawn),-1.8,2,0,-4,.,0,-9,84*,.,1.1,1621
O=C(Oc1coc(CSc2nnc(NC(=O)C3CC3)s2)cc1=O)c1ccccc1,0.1,4,-7,10,-14,10,12,-4,.,0.9,1480
COC(=O)c1cn(NC(=O)c2cccc(OC)c2)c(=O)c2ccccc12,1.0,6,-19,13,.,5,2,-3,.,1,1807
c1cnc2ncc3sccc3c2c1,-0.4,-4,2,-6,-18,-4,7,11,-0.25,0.9,1428
COc1ccc(OC)c(-c2csc(NC(=O)C3c4ccccc4Oc4ccccc43)n2)c1,0.2,3,8,2,11,-1,26,30,.,0.7,1751
CCc1ccc(N2CC(C(=O)Nc3cc(C)ccc3F)CC2=O)cc1 (stereo not drawn),-3.1,10,17,1,-8,6,3,2,-0.37,1,1632
CC(C)CN1CCN(CC#Cc2ccccc2)CC1CCO (stereo not drawn),-0.6,3,2,-5,-7,-8,-8,-4,-0.077,1.1,1284
COc1cc(-c2[nH]ncc2CN(C)Cc2cc(C)[nH]n2)cc(OC)c1OC,-0.2,-1,-4,2,-10,3,-17,-4,-0.35,1.2,1450
O=C(O)c1ccc2c(c1)OCCO2,0.1,3,-3,10,.,-1,12,-2,0.28,0.9,1681
Cc1c(NC(=O)C(C)Sc2nc3ccccc3c(=O)n2CCO)c(=O)n(-c2ccccc2)n1C (stereo not drawn),-0.8,6,-8,-2,5,-1,-13,-7,-0.5,1.1,1440
CCSC1=N/C(=C/c2ccsc2)C(=O)N1c1ccccc1,0.4,7,8,8,-2,3,-12,-1,0.16,1.1,1589
CCSc1ncc(Cl)c(C(=O)Nc2sc3c(c2C(=O)NCc2cccnc2)CCCC3)n1,-3.6,9,-1,4,.,2,5,2,-1.4,0.9,1401
COc1cccc(-c2ccc(=O)n(CC(=O)Nc3cc4c(cc3NC(C)=O)OCCO4)n2)c1,1.3,2,-2,2,-5,2,-8,2,.,1.1,1579
N#CC1=C(N)OC2=C(CC/C2=C\c2ccccc2Cl)C1c1ccccc1Cl (stereo not drawn),1.4,1,2,-5,-1,6,13,73*,.,0.9,1539
CCC(=O)N1c2ccccc2-c2nnc(SC)nc2OC1c1ccc(N(C)C)cc1 (stereo not drawn),0.9,-4,5,5,-44,-6,14,-3,0.036,0.9,1219
C=CCN(C(=O)Nc1ccc(F)cc1)C1CC(=O)N(c2ccc(OC)cc2)C1=O (stereo not drawn),0.6,3,-5,-4,14,-3,5,4,-0.11,0.9,1519
O=C(Nc1ccc(F)cc1)C1CCN(c2nnnn2-c2ccccc2)CC1,2.3,2,-18,5,20,-9,-2,11,.,1,1480
COc1ccc(C(=O)OCCN2C(=O)c3ccccc3C2=O)cc1,0.2,-4,-3,-8,-8,4,7,-5,-0.26,0.9,1506
C=CCNC(=O)c1ccc([N+](=O)[O-])c(Cl)c1,0.3,-3,5,-2,4,-8,-13,1,-0.99,1.1,1391
Cc1ccc(CNCC(O)(c2ccccc2)c2ccc(Cl)cc2)cc1 (stereo not drawn),-1.8,4,-23,0,-3,4,.,42,0.2,0.4,1560
CC(C)C(=O)N1CCN(c2ccc(NC(=O)c3cccs3)cc2Cl)CC1,-0.6,1,3,1,-6,-7,-1,13,-0.25,1,1297
Cc1onc(C(=O)/C=C/N(C)C)c1C(=O)Nc1nccs1,0.6,17,-8,12,.,9,3,-3,.,1,1619
Cc1ccc(C)c(NC(=O)c2ccccc2NC(=O)C2CCCO2)c1 (stereo not drawn),0.0,2,-5,6,-10,-6,-17,13,.,1.2,1467
Cn1cc(Cl)c(-c2nc3ccccc3[nH]2)n1,0.1,-6,4,7,.,-4,-1,4,0.21,1,1532
CCCn1c(SCC(=O)N2CCCC(C)C2)nnc1-c1ccccn1 (stereo not drawn),-1.6,1,12,2,-23,-4,-22,-2,-0.31,1.2,1548
Cc1ccc(OCC(=O)NNC(=O)C2CCN(c3nc(C)cc(C)n3)CC2)cc1,2.3,-8,17,0,.,-10,-16,-2,.,1.2,1371
Fc1ccccc1NC(=S)Nc1ccc(CN2CCOCC2)cc1,-1.0,2,-9,1,10,0,29,5,1.2,0.7,1479
COc1ccc(OC)c(/C=N/c2oc(-c3ccco3)c(-c3ccco3)c2C#N)c1,0.4,16,10,14,-19,14,26,15,0.19,0.7,1737
COc1cccc(NC(=O)Nc2cc(NC(=O)Nc3cccc(OC)c3)c(C)nc2C)c1,0.1,0,-17,2,0,3,9,-7,-0.34,0.9,1485
CC(=O)c1ccc(N2C(=NC(=O)C(C)C)SC3CS(=O)(=O)CC32)cc1 (stereo not drawn),-0.5,1,-9,0,-26,4,9,40,.,0.9,1557
CC/C(C)=C1\SC(N2CCN(c3cccc(C(F)(F)F)c3)CC2)=NC1=O,3.7,8,-9,14,.,5,-4,-1,.,1,1570
CN(Cc1ccccc1)Cc1c[nH]c2ccccc12,0.6,-7,-1,2,.,4,20,45,-1.9,0.8,1606
COc1ccccc1NC(=O)c1ccc(C)s1,1.2,16,0,1,16,5,30,14,.,0.7,1557
Cc1ccccc1Nc1nnc(SCC(=O)c2cc3ccccc3o2)s1,-0.2,2,1,-1,-16,0,6,0,0.14,0.9,1553
O=C(CCc1ccccc1)Nc1ccccc1F,1.3,-2,-3,-4,.,-4,18,-7,0.018,0.8,1476
CCOc1cc(CNCCCN2CCOCC2)ccc1OCC(=O)NC(C)(C)C,-0.6,2,7,-1,7,14,-3,1,-0.0083,1,1582
Cc1cc(C)c(C)c(S(=O)(=O)Nc2ccccc2C(=O)NCCCn2ccnc2)c1C,-1.7,5,3,2,.,-4,-12,6,.,1.1,1530
N/C(=N\OC(=O)c1cccs1)c1cccc(Br)c1,-0.4,5,-7,3,-14,10,-1,2,-0.094,1,1702
CC(=O)c1ccc(N2CCN(C(=O)Cc3cccs3)CC2)cc1,-0.7,0,2,6,-1,6,-10,-5,0.0091,1.1,1541
Cc1nnc(SCC(=O)c2ccc(Cl)cc2)n(N)c1=O,2.1,4,0,17,-20,8,-7,-7,0.0047,1.1,1625
CC1CC(C)CN(CC(O)COCCOc2ccc(Br)cc2)C1 (stereo not drawn),-0.8,5,-18,1,4,4,1,92*,-0.79,1,1528
CC(=O)Nc1cccc(C(=O)Nc2cccnc2)c1,-0.6,-4,-15,0,-8,9,6,0,0.32,0.9,1372
CCC(=O)NC(=S)NNC(=O)c1ccc(OC)cc1,0.9,3,0,3,.,4,-84,0,.,1.8,1626
Cn1cccc1C(=O)OCC(=O)Nc1cc(C(C)(C)C)nn1-c1ccccc1,3.0,2,12,-5,-12,7,-3,13,-0.082,1,1696
COC(=O)c1ccc(NC(=O)c2sc3nc(-c4ccccc4)cn3c2C)cc1,1.6,-6,-6,9,26,8,8,13,.,0.9,1570
O=C(c1ccccc1)N1CCC(c2nc(-c3ccc(S(=O)(=O)NCC4CCCO4)cc3)no2)CC1 (stereo not drawn),0.4,6,-1,6,.,8,-4,5,-1.4,1,1634
Cc1c([C@H]2[C@@H](CC#N)C2(C)C)c2ccccc2n1C,3.0,1,12,-2,.,-9,18,3,-1.1,0.8,1444
C[N+]1(CC(O)COCC2COc3ccccc3O2)CCOCC1 (stereo not drawn),-3.4,0,5,6,13,2,-4,-7,-0.25,1,1406
CC(=O)NC1=NC(=O)/C(=C/N2CCCCC2)S1,0.6,-11,-5,4,-16,1,3,3,0.0032,1,1536
Cc1nn(Cc2ccc(F)cc2)c(C)c1NC(=O)c1noc2c1CCCCC2,-1.3,0,-8,6,-6,-2,-6,1,.,1.1,1717
CC1CCCN(C(=O)Cn2c(-c3nonc3N)nc3ccccc32)C1 (stereo not drawn),-0.4,2,1,-5,0,5,3,-4,-0.87,1,1326
CCCn1c(=NC(=O)c2c(-c3c(F)cccc3Cl)noc2C)c(C(=O)OCC)cc2c(=O)n3ccccc3nc21,0.5,2,-7,6,-2,-1,-19,48,-0.32,1.2,1645
CS(=O)(=O)c1cc([N+](=O)[O-])c(Sc2nc3ccccc3[nH]2)c([N+](=O)[O-])c1,-1.2,8,5,6,.,0,5,1,-0.64,1,1666
CS(=O)(=O)NCCSCc1c(Cl)cccc1Cl,-0.1,7,0,2,.,-6,28,1,.,0.7,1339
CCOc1cc(NC(=S)NCC2CCCO2)c(OCC)cc1NC(=O)CC (stereo not drawn),-0.4,4,-11,4,-8,7,7,-1,-0.063,0.9,1650
CCCCSc1c(C)c2cc3c(cc2[nH]c1=O)OCO3,2.1,21,8,10,15,17,43,22,.,0.6,1639

# Ordered by length of the SMILES (descending): 4 of the compounds above.
SMILES,Redox H2O2 prof,PPARg SRC-3 ag,TLR4-MyD88 BLA,PPARg SRC-2 ag,S1P3 antag,PPARg SRC1 recr,bIAP inhibitor,Lmaj promast,ROMK mod,bIAP act,TR-FRET SRC-2 ct
CC1CCCN(C(=O)Cn2c(-c3nonc3N)nc3ccccc32)C1 (stereo not drawn),-0.4,2,1,-5,0,5,3,-4,-0.87,1,1326
CC1CC(C)CN(CC(O)COCCOc2ccc(Br)cc2)C1 (stereo not drawn),-0.8,5,-18,1,4,4,1,92*,-0.79,1,1528
Cc1nnc(SCC(=O)c2ccc(Cl)cc2)n(N)c1=O,2.1,4,0,17,-20,8,-7,-7,0.0047,1.1,1625
CCCCSc1c(C)c2cc3c(cc2[nH]c1=O)OCO3,2.1,21,8,10,15,17,43,22,.,0.6,1639

# (further entries)
SMILES,Redox H2O2 prof,PPARg SRC-3 ag,TLR4-MyD88 BLA,PPARg SRC-2 ag,S1P3 antag,PPARg SRC1 recr,bIAP inhibitor,Lmaj promast,ROMK mod,bIAP act,TR-FRET SRC-2 ct
c1ccc2cc(Sc3ncnc4c3oc3ccccc34)ccc2c1,-1.0,4,-11,7,.,10,5,-5,.,1,1602
O=C(CCn1cnc2ccccc2c1=O)Nc1nc(-c2ccc(Br)cc2)cs1,0.7,-1,13,-9,0,-8,5,-6,.,0.9,1374
Cc1nc2ccccc2c(=O)n1NC(=O)c1ccc(F)cc1Cl,0.2,4,-9,8,13,5,7,-2,.,0.9,1580
CC(C)c1ccc(CNc2nc3nc4c(c(=O)n3[nH]2)CCC4)cc1,-1.7,8,-5,8,0,12,-11,-7,-1.6,1.1,1553

# Screening results (PubChem BioAssay)
